Screening results: PubChem BioAssay, several laboratories
DNA FID counter: fluorescent intercalator displacement, NS3 helicase counter-screen | DNA fluorescent intercalator displacement, fluorescence | inhibition, % at 7.9 µM | hit rate 0.17% among 290,000 | AID 1845; in the data active means inhibition above about 37%;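 further: 0% = vehicle and 100% = reference compound; higher means more ethidium bromide displaced from hairpin DNA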
GPR7 antag: blocks human GPR7 receptor signaling; GPR7-expressing cells, fluorescence antagonist assay; hit rate 1.1% among 290,000; P48145; inhibition, % at 4.4 µM; in the data active means inhibition above about 16%, passing the limit was not always enough;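 further: cells stimulated with the agonist NPW; 0% = agonist with vehicle and 100% = vehicle without agonist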
Target sequence (P48145 whole entry, looked up): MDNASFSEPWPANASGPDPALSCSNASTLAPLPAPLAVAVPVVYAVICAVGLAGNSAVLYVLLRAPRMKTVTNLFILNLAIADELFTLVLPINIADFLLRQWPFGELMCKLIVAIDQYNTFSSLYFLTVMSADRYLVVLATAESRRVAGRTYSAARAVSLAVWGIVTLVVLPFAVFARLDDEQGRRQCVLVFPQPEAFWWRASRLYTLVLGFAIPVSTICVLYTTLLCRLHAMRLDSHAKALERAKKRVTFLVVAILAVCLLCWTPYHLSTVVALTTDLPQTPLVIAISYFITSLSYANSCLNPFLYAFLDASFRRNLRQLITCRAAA
OXTR agonist: agonists of human oxytocin receptor; hit rate 0.32% among 320,000; P30559; CHO-OTR cells, Fluo-8 calcium fluorescence; normalized: DMSO 0%, oxytocin 100%; activation, % at 3 µM;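 active means activation above the mean of all tested compounds plus 3 SD, cutoff set per screening run, cut at about 20% in these data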;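 further: peak over basal fluorescence ratio from a 100 s FLIPR kinetic read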
Target sequence (P30559 whole entry, looked up): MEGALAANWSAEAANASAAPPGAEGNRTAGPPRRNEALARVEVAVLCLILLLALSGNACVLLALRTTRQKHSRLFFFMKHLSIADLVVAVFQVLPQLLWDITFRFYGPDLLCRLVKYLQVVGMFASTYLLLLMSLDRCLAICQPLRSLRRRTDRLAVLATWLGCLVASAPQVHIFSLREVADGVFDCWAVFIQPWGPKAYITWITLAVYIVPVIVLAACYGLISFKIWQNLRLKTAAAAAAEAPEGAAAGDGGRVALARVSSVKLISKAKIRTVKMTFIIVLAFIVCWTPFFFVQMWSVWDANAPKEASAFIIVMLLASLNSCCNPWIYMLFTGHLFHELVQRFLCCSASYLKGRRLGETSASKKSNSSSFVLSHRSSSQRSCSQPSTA
MEKK3 PB1 HTS: raises or lowers MEK5 binding to the human MEKK3 PB1 domain | Q99759 | binding response (% of control), % at 10 µM | AID 1529 | hit rate 1.4% among 290,000 | bead-based flow cytometry, Alexa488-MEK5 binding to MEKK3; actives lie on both sides; 0 = blocked by unlabeled MEK5, 100 = vehicle;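 active means binding response more than 3 SD above or below the average of its plate-row segment, actives on both sides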;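 further: Alexa488 bead fluorescence after subtracting the streptavidin-only scavenger bead signal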
PHOSPHO1 inh: PHOSPHO1 (human) inhibition; Q8TCT1; recombinant PHOSPHO1, absorbance phosphatase assay; inhibition, % at 13.3 µM; hit rate 1.1% among 290,000; in the data active means inhibition above about 60%
Target sequence (Q8TCT1 whole entry, looked up): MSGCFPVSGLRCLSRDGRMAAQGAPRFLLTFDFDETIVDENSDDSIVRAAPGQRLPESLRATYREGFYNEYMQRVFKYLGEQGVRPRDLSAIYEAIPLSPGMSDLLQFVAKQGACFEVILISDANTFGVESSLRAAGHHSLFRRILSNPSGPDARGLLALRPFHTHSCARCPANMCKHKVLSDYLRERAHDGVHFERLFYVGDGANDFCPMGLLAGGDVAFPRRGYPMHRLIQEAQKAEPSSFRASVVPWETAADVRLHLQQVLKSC
PfM18AAP inh: PfM18AAP enzyme inhibition | inhibition, % at 7.35 µM | hit rate 1.2% among 290,000 | AID 1822 | recombinant PfM18AAP, H-Glu-NHMec fluorogenic cleavage;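 active means inhibition above the campaign mean inhibition over all tested compounds plus 3 SD, cut at about 28% in these data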;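 further: 0% = plate median of test compound wells and 100% = 2 mM ZnCl2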
NALP1 yeast inh: blocks the NALP1 inflammasome reconstituted in yeast. S. cerevisiae NALP1/ASC/caspase-1 growth, X-gal OD620, 72 h. inhibition, % at 10 µM. hit rate 0.61% among 280,000; in the data active means inhibition mostly above about 24%, no sharp cut-off; inactive means mostly below about 32%; further: some compounds called inactive have numbers as strong as hits
MEKK2wt PB1 HTS: raises or lowers MEK5 binding to wildtype human MEKK2 PB1 domain. Q9Y2U5. bead flow cytometry, Alexa488-MEK5 binding to MEKK2 WT; actives lie on both sides. binding response (% of control), % at 10 µM. hit rate 1.1% among 290,000; in the data active means binding response below about 67% or above about 130%
MEKK2 mut-MEK5: signal of MEK5 binding to mutant human MEKK2 PB1 domain | bead flow cytometry, Alexa488-MEK5 binding to MEKK2 mutant | percent response, % at 10 µM | hit rate 0.35% among 290,000 | AID 1530; in the data active means percent response above about 24%, passing the limit was not always enough; further: inactives centre near 1; some results filed as inactive read as strong as hits; reference of the scale not given here
Numbers without * were called inactive.

Screening CCOC(=O)c1sc2nc(N3CCOCC3)c3c(c2c1N)CCN(Cc1ccccc1)C3 returned DNA FID counter 0, GPR7 antag -2, OXTR agonist -0.6, MEKK3 PB1 HTS 109, PHOSPHO1 inh 24, PfM18AAP inh 0, NALP1 yeast inh 3, MEKK2wt PB1 HTS 113 and MEKK2 mut-MEK5 5.
Cc1ccc2c(c1)nnn2C1CCN(CC(=O)Nc2ccc3c(c2)OCCO3)CC1 was read as DNA FID counter -8, GPR7 antag -13, OXTR agonist -2.2, MEKK3 PB1 HTS 106, PHOSPHO1 inh 19, PfM18AAP inh 2, NALP1 yeast inh 10, MEKK2wt PB1 HTS 111 and MEKK2 mut-MEK5 1.
Screening CC1CN(S(=O)(=O)c2cccc(C(=O)NCc3ccc4c(c3)OCO4)c2)CC(C)O1 (stereo unspecified) returned DNA FID counter -16, GPR7 antag -2, OXTR agonist 2.7, MEKK3 PB1 HTS 103, PHOSPHO1 inh -6, PfM18AAP inh 7, NALP1 yeast inh 0, MEKK2wt PB1 HTS 107 and MEKK2 mut-MEK5 6.
For Cc1nn(C)c(C)c1CN(C)S(=O)(=O)c1ccc2ccccc2c1 the results were DNA FID counter -28, GPR7 antag 14, OXTR agonist 14, MEKK3 PB1 HTS 100, PHOSPHO1 inh -14, PfM18AAP inh -3, NALP1 yeast inh -5, MEKK2wt PB1 HTS 106 and MEKK2 mut-MEK5 3.
For Cc1ccc(Nc2nc(-c3ccc(O)cc3O)cs2)nc1 the results were DNA FID counter -2, GPR7 antag -13, OXTR agonist -0.9, MEKK3 PB1 HTS 99, PHOSPHO1 inh 29, PfM18AAP inh 20, NALP1 yeast inh -2, MEKK2wt PB1 HTS 99 and MEKK2 mut-MEK5 -7.
Screening Nc1nc(Nc2ccc(Cl)cc2)nc2ccccc12 returned DNA FID counter 22, GPR7 antag 12, OXTR agonist -0.2, MEKK3 PB1 HTS 103, PHOSPHO1 inh -9, PfM18AAP inh -13, NALP1 yeast inh 1, MEKK2wt PB1 HTS 126 and MEKK2 mut-MEK5 8.
O=[N+]([O-])c1ccc(C(O)CN2CCOCC2)cc1 (stereo unspecified) was read as DNA FID counter 0, GPR7 antag -8, OXTR agonist 0.8, MEKK3 PB1 HTS 105, PHOSPHO1 inh -2, PfM18AAP inh -8, NALP1 yeast inh 26, MEKK2wt PB1 HTS 102 and MEKK2 mut-MEK5 1.
For Cc1nnc(SCC(=O)NNC(=O)c2ccc(Cl)cc2)n1CC1CCCO1 (stereo unspecified) the results were DNA FID counter -7, GPR7 antag 4, OXTR agonist -1.1, MEKK3 PB1 HTS 92, PHOSPHO1 inh 15, PfM18AAP inh -8, NALP1 yeast inh -4, MEKK2wt PB1 HTS 87 and MEKK2 mut-MEK5 -10.
`CC12C(=O)N(c3cccc(OC(=O)c4ccco4)c3)C(=O)C1C1c3ccccc3C2c2ccccc21` (stereo unspecified) gave DNA FID counter -29, GPR7 antag -5, OXTR agonist -0.1, MEKK3 PB1 HTS 101, PHOSPHO1 inh 5, PfM18AAP inh 0, NALP1 yeast inh -6, MEKK2wt PB1 HTS 94 and MEKK2 mut-MEK5 -5.
For CCSc1nc(N2CCOCC2)c2c(c1C#N)CCCC2 the results were DNA FID counter -9, GPR7 antag -3, OXTR agonist 1.7, MEKK3 PB1 HTS 97, PHOSPHO1 inh -8, PfM18AAP inh 3, NALP1 yeast inh 9, MEKK2wt PB1 HTS 98 and MEKK2 mut-MEK5 -6.

An excerpt from above in order of molecular weight, ascending:
Screening Nc1nc(Nc2ccc(Cl)cc2)nc2ccccc12 returned DNA FID counter 22, GPR7 antag 12, OXTR agonist -0.2, MEKK3 PB1 HTS 103, PHOSPHO1 inh -9, PfM18AAP inh -13, NALP1 yeast inh 1, MEKK2wt PB1 HTS 126 and MEKK2 mut-MEK5 8.
For CCSc1nc(N2CCOCC2)c2c(c1C#N)CCCC2 the results were DNA FID counter -9, GPR7 antag -3, OXTR agonist 1.7, MEKK3 PB1 HTS 97, PHOSPHO1 inh -8, PfM18AAP inh 3, NALP1 yeast inh 9, MEKK2wt PB1 HTS 98 and MEKK2 mut-MEK5 -6.
For Cc1nnc(SCC(=O)NNC(=O)c2ccc(Cl)cc2)n1CC1CCCO1 (stereo unspecified) the results were DNA FID counter -7, GPR7 antag 4, OXTR agonist -1.1, MEKK3 PB1 HTS 92, PHOSPHO1 inh 15, PfM18AAP inh -8, NALP1 yeast inh -4, MEKK2wt PB1 HTS 87 and MEKK2 mut-MEK5 -10.

Other entries
Screening O=C(O)c1cccc(NCc2ccncc2)c1 returned DNA FID counter -1, GPR7 antag -1, OXTR agonist 0.6, PHOSPHO1 inh 13, PfM18AAP inh -9 and NALP1 yeast inh -6.
`S=C(NCCCN1CCOCC1)N1CCN(c2nc(-c3ccccc3)cs2)CC1` gave DNA FID counter 22, GPR7 antag 9, OXTR agonist 14, MEKK3 PB1 HTS 100, PHOSPHO1 inh 1, PfM18AAP inh -4, NALP1 yeast inh 8, MEKK2wt PB1 HTS 117 and MEKK2 mut-MEK5 2.
CCOc1cccc(/C(O)=C2/C(=O)C(=O)N(CCOC)C2c2ccco2)c1 (stereo unspecified) was read as DNA FID counter -8, GPR7 antag -3, OXTR agonist 0.0, MEKK3 PB1 HTS 103, PHOSPHO1 inh 7, PfM18AAP inh 9, NALP1 yeast inh 24, MEKK2wt PB1 HTS 105 and MEKK2 mut-MEK5 2.
Screening COC(=O)c1cccc(-c2ccc(C(c3c(C)[nH][nH]c3=O)c3c(C)[nH][nH]c3=O)o2)c1 returned DNA FID counter -9, GPR7 antag -3, OXTR agonist -1.5, MEKK3 PB1 HTS 89, PHOSPHO1 inh -131, PfM18AAP inh 12, NALP1 yeast inh -3, MEKK2wt PB1 HTS 90 and MEKK2 mut-MEK5 -2.
`O=C(CCNS(=O)(=O)c1cccc2nsnc12)NCc1ccccc1Cl` gave DNA FID counter -3, GPR7 antag 13, OXTR agonist -0.6, PHOSPHO1 inh -13, PfM18AAP inh -12 and NALP1 yeast inh -1.
Screening CC(C)N=C1SCC(C)(/C=N/O)S1 (stereo unspecified) returned DNA FID counter 1, GPR7 antag -8, OXTR agonist 0.2, MEKK3 PB1 HTS 98, PHOSPHO1 inh 4, PfM18AAP inh 11, NALP1 yeast inh -1, MEKK2wt PB1 HTS 105 and MEKK2 mut-MEK5 3.
`Cc1ccc(-n2nc3c(=O)n(C(C)C(=O)NCc4ccco4)nc(C)c3c2C)cc1` (stereo unspecified) gave DNA FID counter -38, GPR7 antag 0, OXTR agonist -1.3, MEKK3 PB1 HTS 103, PHOSPHO1 inh 32, PfM18AAP inh -3, NALP1 yeast inh -6, MEKK2wt PB1 HTS 100 and MEKK2 mut-MEK5 4.
`Cc1nc2nc(-c3ccccc3)cn2nc1C` gave DNA FID counter 0, GPR7 antag 0, OXTR agonist -0.8, MEKK3 PB1 HTS 100, PHOSPHO1 inh -9, PfM18AAP inh 6, MEKK2wt PB1 HTS 101 and MEKK2 mut-MEK5 0.
`O=Cc1cn[nH]c1-c1cccc([N+](=O)[O-])c1` gave DNA FID counter 9, GPR7 antag -3, OXTR agonist 0.3, MEKK3 PB1 HTS 95, PHOSPHO1 inh -1, PfM18AAP inh 1, NALP1 yeast inh 14, MEKK2wt PB1 HTS 94 and MEKK2 mut-MEK5 -6.
For O=C(O)c1ccc(Sc2nnc(-c3cccc(Br)c3)o2)c([N+](=O)[O-])c1 the results were DNA FID counter -39, GPR7 antag 3, OXTR agonist 0.6, MEKK3 PB1 HTS 77, PHOSPHO1 inh 3, PfM18AAP inh 4, NALP1 yeast inh 4, MEKK2wt PB1 HTS 82 and MEKK2 mut-MEK5 -14.
Cc1cc(Oc2ccc(OCC(N)=O)nn2)nc(Cl)n1 was read as DNA FID counter -1, GPR7 antag -9, OXTR agonist 0.7, MEKK3 PB1 HTS 103, PHOSPHO1 inh 2, PfM18AAP inh -2, NALP1 yeast inh 5, MEKK2wt PB1 HTS 96 and MEKK2 mut-MEK5 2.
`Cc1ccccc1CC(=O)N1CCN(C(=O)C2CCCO2)CC1` (stereo unspecified) gave DNA FID counter -8, GPR7 antag -10, OXTR agonist 1.1, MEKK3 PB1 HTS 103, PHOSPHO1 inh 20, PfM18AAP inh 1, NALP1 yeast inh 4, MEKK2wt PB1 HTS 107 and MEKK2 mut-MEK5 5.
Screening CCc1c(C(=O)N2CCCN(C)CC2)csc1C returned DNA FID counter -4, GPR7 antag -1, OXTR agonist 0.0, MEKK3 PB1 HTS 98, PfM18AAP inh 1, NALP1 yeast inh -18, MEKK2wt PB1 HTS 103 and MEKK2 mut-MEK5 5.
CC(C)n1c(CCC(=O)O)ccc1-c1ccccc1 was read as DNA FID counter -3, GPR7 antag -8, OXTR agonist 0.9, MEKK3 PB1 HTS 98, PHOSPHO1 inh -2, PfM18AAP inh 12, NALP1 yeast inh 3, MEKK2wt PB1 HTS 98 and MEKK2 mut-MEK5 1.
O=C(NNc1nc2ccccc2s1)C1CC1 was read as DNA FID counter -2, GPR7 antag -5, OXTR agonist 0.1, MEKK3 PB1 HTS 99, PHOSPHO1 inh 22, PfM18AAP inh 56*, NALP1 yeast inh 8, MEKK2wt PB1 HTS 101 and MEKK2 mut-MEK5 1.
`COc1ccc(CCNC(=O)C2CCCN(S(=O)(=O)c3ccc(OC)cc3)C2)cc1` (stereo unspecified) gave DNA FID counter -39, GPR7 antag -8, OXTR agonist 3.4, MEKK3 PB1 HTS 103, PHOSPHO1 inh 40, PfM18AAP inh 0, NALP1 yeast inh 0, MEKK2wt PB1 HTS 94 and MEKK2 mut-MEK5 -2.
Screening COc1ccc(/C(N)=N/OC(=O)Cc2cccs2)cc1 returned DNA FID counter -3, GPR7 antag 0, OXTR agonist -1.8, MEKK3 PB1 HTS 103, PHOSPHO1 inh 1, PfM18AAP inh 3, NALP1 yeast inh 16, MEKK2wt PB1 HTS 99 and MEKK2 mut-MEK5 -2.
For C[C@@H](CN1C2=NC[C@H](Cc3ccccc3)N2C[C@H]1Cc1ccc(O)cc1)NC(=O)CCC1CCCCC1 the results were DNA FID counter 8, GPR7 antag -6, OXTR agonist -1.6, MEKK3 PB1 HTS 109, PHOSPHO1 inh 5, PfM18AAP inh -1, NALP1 yeast inh -3, MEKK2wt PB1 HTS 146* and MEKK2 mut-MEK5 25.
For Cc1ccc(-c2nc(S(=O)(=O)c3ccc(C)cc3)c(N3CCOCC3)o2)cc1 the results were DNA FID counter -2, GPR7 antag -18, OXTR agonist -0.7, MEKK3 PB1 HTS 96, PHOSPHO1 inh -68, PfM18AAP inh 1, NALP1 yeast inh 1, MEKK2wt PB1 HTS 94 and MEKK2 mut-MEK5 -1.
For COC(=O)c1ccccc1NC(=O)CCC(=O)N1CCSc2ccccc21 the results were DNA FID counter -37, GPR7 antag -4, OXTR agonist -2.0, MEKK3 PB1 HTS 95, PHOSPHO1 inh 7, PfM18AAP inh 3, NALP1 yeast inh 12, MEKK2wt PB1 HTS 92 and MEKK2 mut-MEK5 -3.
Cc1ccc(O)c(NC(=S)NC(=O)c2ccccc2Cl)c1 was read as DNA FID counter 6, GPR7 antag -6, OXTR agonist -0.8, MEKK3 PB1 HTS 101, PHOSPHO1 inh 30, PfM18AAP inh 10, NALP1 yeast inh -2, MEKK2wt PB1 HTS 103 and MEKK2 mut-MEK5 0.

Two neighbouring entries already listed:
For C[C@@H](CN1C2=NC[C@H](Cc3ccccc3)N2C[C@H]1Cc1ccc(O)cc1)NC(=O)CCC1CCCCC1 the results were DNA FID counter 8, GPR7 antag -6, OXTR agonist -1.6, MEKK3 PB1 HTS 109, PHOSPHO1 inh 5, PfM18AAP inh -1, NALP1 yeast inh -3, MEKK2wt PB1 HTS 146* and MEKK2 mut-MEK5 25.
For Cc1ccc(-c2nc(S(=O)(=O)c3ccc(C)cc3)c(N3CCOCC3)o2)cc1 the results were DNA FID counter -2, GPR7 antag -18, OXTR agonist -0.7, MEKK3 PB1 HTS 96, PHOSPHO1 inh -68, PfM18AAP inh 1, NALP1 yeast inh 1, MEKK2wt PB1 HTS 94 and MEKK2 mut-MEK5 -1.
